# Screening data as filed in PubChem BioAssay.
# E-selectin induc = induces E-selectin expression in human endothelial cells | P16581 | HUVEC E-selectin immunofluorescence imaging; normalized: neutral wells 0, TNF-alpha wells 100 | activation, % at 7.58 µM | 0.37% of 260,000 active | AID 686992;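 active = mean E-selectin-positive cell signal at least 10% of the positive control, reached in at least 60% of replicates, without over 20% cell loss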;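 also: in these data hits start at about 27%; measured in HUVEC primary endothelial cells; signal is the percent of cells scored E-selectin positive by PE staining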
#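 Test system: HUVEC; input: 3,000 HUVEC/well; measured by: immunofluorescence imaging; read-out: % PE-positive cells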
# RAD52 anneal inh = blocks human RAD52 DNA annealing; 0.46% of 360,000 active; recombinant RAD52 DNA annealing, FRET fluorescence; inhibition, % at 18.7 µM; P43351;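 active = every replicate showing at least 50% inhibition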
# ERAP1 HTS inh = ERAP1 (human) enzyme inhibition; recombinant ERAP1, Leu-AMC fluorescence, 60 min; inhibition, % at 10.7 µM; 0.15% of 340,000 active; AID 652197;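 active = mean replicate inhibition of at least 30%, or all replicates individually reaching that 30% level; inactive = mean below 30% and not every replicate reaching it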;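 also: 0% = neutral control wells and 100% = L-leucinethiol positive control wells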
# Target sequence (Q9NZ08 whole entry, looked up): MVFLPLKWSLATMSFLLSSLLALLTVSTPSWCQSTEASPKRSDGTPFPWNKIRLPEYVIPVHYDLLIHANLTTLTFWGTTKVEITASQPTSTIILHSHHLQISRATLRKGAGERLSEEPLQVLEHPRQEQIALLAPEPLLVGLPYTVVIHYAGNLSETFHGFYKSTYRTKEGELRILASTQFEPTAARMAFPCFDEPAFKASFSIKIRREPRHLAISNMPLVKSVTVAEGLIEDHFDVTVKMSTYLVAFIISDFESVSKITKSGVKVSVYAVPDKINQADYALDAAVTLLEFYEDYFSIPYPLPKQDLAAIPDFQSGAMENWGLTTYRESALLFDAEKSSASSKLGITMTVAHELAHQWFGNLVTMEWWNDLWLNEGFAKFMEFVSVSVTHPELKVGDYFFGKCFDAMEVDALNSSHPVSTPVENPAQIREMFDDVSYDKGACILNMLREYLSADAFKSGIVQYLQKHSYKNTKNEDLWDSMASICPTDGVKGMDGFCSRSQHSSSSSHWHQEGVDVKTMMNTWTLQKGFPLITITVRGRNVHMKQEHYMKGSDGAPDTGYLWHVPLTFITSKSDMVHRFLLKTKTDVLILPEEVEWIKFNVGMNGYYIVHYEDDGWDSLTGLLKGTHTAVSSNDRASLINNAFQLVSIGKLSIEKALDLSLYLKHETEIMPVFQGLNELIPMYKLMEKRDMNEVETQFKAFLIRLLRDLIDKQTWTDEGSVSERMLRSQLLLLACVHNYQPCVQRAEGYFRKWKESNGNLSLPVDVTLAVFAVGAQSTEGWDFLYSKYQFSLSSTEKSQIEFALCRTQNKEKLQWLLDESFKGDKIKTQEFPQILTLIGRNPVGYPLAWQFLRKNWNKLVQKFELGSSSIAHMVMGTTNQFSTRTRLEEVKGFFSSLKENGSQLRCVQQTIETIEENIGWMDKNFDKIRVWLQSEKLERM
# Numbers without * were called inactive; & = joins results of further samples. An excerpt; rates above refer to the full screens.
SMILES,E-selectin induc,RAD52 anneal inh,ERAP1 HTS inh
COc1ccc(NC(=O)C2CCCN(S(=O)(=O)c3cccc4nonc34)C2)c(OC)c1 (stereo not drawn),0.1,-6.4,-0.6
CCOC(=O)c1ccc(Nc2ccc([N+](=O)[O-])cn2)cc1,0.2,-7.1,-0.8
CN(C(=O)c1ccc(NC(=O)Cc2cccc(NC(=O)C3CCN(C(=O)CCc4ccccc4)CC3)c2)cc1)C1CC1,1.2,-14.4,-1.2
Cc1ccc(C2c3c(n[nH]c3C)C(=O)N2c2ccccc2)cc1 (stereo not drawn),-0.2,-4.4,3.8
CN(C)CCCN1C(=O)CSC1c1ccc([N+](=O)[O-])cc1 (stereo not drawn),-0.2,-5.9,-4.2
Cc1cc(C)c(OCCOCCN(C)C)c(Br)c1,0.2,13.3,11.1
CCC(C(=O)NC(C)(C)C)n1c(-c2ccc3c(c2)OCO3)nc2ccccc21 (stereo not drawn),-0.1,-15.3,4.0
COc1ccc(C)cc1NC(=O)Nc1ccccc1SC,0.3,-3.2,-0.7
Cc1ccc(S(=O)(=O)N[C@@H](C)CO)cc1,0.2,11.7,2.5
COC(=O)c1ccc2nc(-c3ccc(F)cc3)c(Cc3ccc(C)cc3)n2c1,0.0,-57.8,1.0
COc1ccc(C(=O)/C=C2\C(=O)Nc3ccc(Br)cc32)cc1,-0.3,-1.9,-0.4
Cc1nnc(SCC(=O)NC(=O)Nc2ccc3c(c2)OCCO3)s1,3.8,-19.0,2.4
CCCCc1nnc(NC(=O)CN2C(=O)C3CCCCC3C2=O)s1 (stereo not drawn),-1.1,-3.0,1.7
COc1ccc(-n2c(-c3ccc(C)cc3)n[nH]c2=S)cc1,0.0,-7.2,12.9
COc1cccc(-c2ccc(C3[C@H]4CNC[C@@H]3N4Cc3nccs3)cc2)c1 (stereo partly drawn),0.3&0.0,48.8,-1.9
Cc1ccc2nc(SCc3ccccc3)c(C=O)c(=O)n2c1,1.4,-25.9,0.6
Cc1ccc(NC(=O)CN(C)C(=O)COc2c(Cl)cc(Cl)c3ccc(C)nc23)cc1,0.7,-8.4,5.0
CC1CN(C(=O)c2cccc(S(=O)(=O)Nc3ccc(Cl)cc3)c2)CC(C)O1 (stereo not drawn),3.1,-9.7,-2.7
CN(CC(=O)Nc1c(Cl)cccc1Cl)C(=O)CNC(=O)c1ccc2ccccc2c1,0.4,-12.8,1.8
Cn1cc(Br)c(NS(=O)(=O)c2ccc(Cl)s2)n1,2.2,-11.0,1.4
O=C1Nc2cnc(Cl)nc2Nc2ccccc21,-0.1,17.8,-1.1
COc1cc(/C=N/Nc2cccc3cccnc23)cc(OC)c1O,-0.2,-2.2,1.2
O=C1OCC2=Nc3cccc4cccc(c34)N12,0.1,4.4,11.9
Cc1c([N+](=O)[O-])oc2c1C(=O)NCCC2,-0.1,-4.3,-1.0
Cc1ccc(OCC(=O)NCc2ccco2)c([N+](=O)[O-])n1,-3.5,-6.7,0.6
c1ccc(COc2cccc(CNCc3cccs3)c2)cc1,-0.1,14.8,-2.0
CCN(CCn1cccn1)Cc1nc(-c2ccccc2)no1,3.5,-11.3,5.9
CC(C)[C@H](NC(=O)c1ccc(Cl)cc1Cl)C(=O)N1CCC[C@H]1C(=O)NCCc1ccccc1Cl,0.1,-12.8,0.0
O=C1c2ccccc2C(=O)C1C1=Nc2ccccc2NC(c2ccccc2)C1 (stereo not drawn),0.1,-6.1,-2.1
CCN(CC)CCN(C)C(c1cc2ccccc2o1)c1nnnn1C(C)(C)C (stereo not drawn),-0.5,-17.1,-0.5
N#CC1(Nc2ccc(C(=O)O)cc2)CCCC1,-3.4,-8.6,-3.9
Fc1ccccc1NC(=S)NCc1ccc2c(c1)OCO2,-0.2,-14.7,0.4
Cc1nn(C)c(=S)n1-c1ccc(Cl)cc1,1.3,-1.1,-3.1
CC(CCc1ccco1)NC(=O)c1cccc2c1C(=O)N(C1CCCCC1)C2 (stereo not drawn),-0.1,-11.8,0.7
O=C(C=Cc1cccs1)c1ccccc1,-0.1,-5.6,-0.1
O=C1CN=CN=CN1c1ccc(Cl)cc1Cl,-0.7,-14.8,0.9
O=[N+]([O-])c1ccccc1N=Nc1c(O)[nH]c2ccc(F)cc12,-0.6,-5.1,-0.6
COC(=O)c1cc(=O)c2c(ccc3oc(=O)ccc32)[nH]1,0.0,3.3,-9.9
CN1NC(=O)c2ccccc2NC1=S,0.1,-19.9,-0.7
O=C(COC(=O)c1ccccc1Br)NCCN1C(=O)CSC1=O,4.2,-0.9,-1.1
Cc1cc(C(=O)N/N=C/c2ccc(Cl)c([N+](=O)[O-])c2)c(C)n1-c1ccc(F)cc1,3.8,-10.9,-3.6
CN1CCCCC(NC(=O)C(C)(C)C)C1=O (stereo not drawn),0.2,-19.0,-3.8
Cc1ccc2cccc(OC(=O)c3cccnc3Oc3ccccc3)c2n1,0.3,-14.3,0.8
CC1(C(=O)NCc2ccccc2)CSCC(=O)N1CCCn1ccnc1 (stereo not drawn),0.1,-0.3,2.1
Cc1cccc(S(=O)(=O)c2c(C)cc(C)nc2Cl)c1,-0.1,-0.7,3.5
CC(C)CC(=O)Nc1cccc(NC(=O)CC(C)C)n1,1.1,-5.8,-2.7
CC(=O)N1C[C@@H](CO)[C@@H](N(C)C(=O)C(C)(C)C)C[C@H]1c1ccccc1Br,-0.3,-4.3,-3.7
CCC(c1nnc(SCC(=O)NC2CCCCC2)n1Cc1ccccc1)N(C)C (stereo not drawn),-0.2,-1.9,-2.2
CCNC(=O)[C@H]1[C@H](CO)[C@H]2Cn3c(ccc(C4=CCCCC4)c3=O)[C@@H]1N2C(=O)Cc1ccccn1,0.5,5.3,-0.6
O=C(COc1ccccc1)NCC(=O)N/N=C/C=C/c1ccccc1,-3.1,-1.3,-0.5
C/C(Cn1cnc([N+](=O)[O-])n1)=N/NC(=O)COc1c(Cl)cc(Cl)cc1Cl,2.0,-11.0,-0.8
COc1ccc(C2=NN(C(=O)c3cccs3)C(c3ccc(OC)cc3)C2)cc1 (stereo not drawn),4.3,-14.1,2.2
Cc1ccc(-n2c(SCC(=O)N/N=C/c3ccc(C)s3)nnc2-c2ccccc2)cc1,0.2,-19.8,2.9
CC(Sc1nnc(NC2CCCCC2)s1)C(=O)N1CCOCC1 (stereo not drawn),-1.0,-9.0,1.9
O=C(CSc1ncnc2c1nnn2Cc1ccc(F)cc1)NC1CCCCC1,2.2,-9.5,-2.5
CCCCCc1c(-c2ccc(F)cc2)ncn1CCc1ccccc1OC,-0.1,-10.8,15.5
CCC(c1nnnn1-c1ccc2c(c1)OCCO2)N1CCN(CC)CC1 (stereo not drawn),-0.6,-0.1,-2.2
Cc1cccc(N=N/C(=C\O)C(=O)c2cccs2)c1,0.1,-17.2,4.2
O=C(Cc1ccccn1)N1CC(=O)N2[C@H](CO)[C@H](c3ccc(C#CC4CCCC4)cc3)[C@@H]2C1,0.3,-14.1,0.7
CN(C)C(=O)COC(=O)c1cccnc1Nc1ccccc1F,-1.9,-10.8,7.3

# (continued)
SMILES,E-selectin induc,RAD52 anneal inh,ERAP1 HTS inh
COc1ccc2c3c(n(C)c2c1)[C@@H](CO)N(C(=O)C1CC1)CC31CN(C)C1,-0.5,3.1,0.3
COc1cc(NC(=S)Nc2cccnc2)cc(OC)c1,-0.9,-7.3,-5.4
Cc1cccc(C)c1-n1c(=O)n(Cc2ccccc2)c(=O)c2[nH]cnc21,0.0,-10.0,5.1
O=C(OCc1ccccc1)N1Cc2ccnnc2CC1c1ccccc1-c1ccc(C(F)(F)F)cc1 (stereo not drawn),0.1,-19.4,0.0
CC(=O)N1CCN(CC(=O)c2ccc(Br)cc2)CC1,0.5,11.4,0.4
COCCN1C(=O)CCC1(C)c1nnnn1-c1ccc2c(c1)OCCO2 (stereo not drawn),-0.1,-11.2,14.1
CC[C@H](NC(=O)[C@@H](Cc1ccccc1)NC(=O)[C@H]1O[C@@H](n2ccc(=O)[nH]c2=O)[C@H](O)[C@@H]1O)c1ccccc1,2.1,-1.4,-1.2
CN1C(CC(=O)Nc2ccc(Br)cc2)c2ccccc2CC1(C)C (stereo not drawn),7.5,-50.5,8.4
COCCCC1CCN(Cc2nc(-c3ccccc3)no2)CC1,-0.2,-14.7,-2.9
Cc1cccc(CSC2=NCCN2C(=O)c2ccc(S(=O)(=O)N(C)C)cc2)c1,-0.1,-10.5,-0.9
COc1ccc(C2CC(=O)C(c3ccc(C)cc3)=CN2Cc2ccccc2)cc1 (stereo not drawn),-0.4,-6.4,-0.3
CN(Cc1ccncc1)C(=O)[C@@H]1CCCN1C(=O)[C@@H]1CCCN1,0.2,-14.3,-2.6
COCCCNC(=S)NC(=O)c1ccc(C)cc1,-0.1,15.2,6.7
Cc1cc(Br)ccc1NC(=O)C(C)c1ccc([N+](=O)[O-])cc1 (stereo not drawn),1.9,0.3,-0.3
O=C(N/N=C\c1cccc(F)c1)c1ccc(Cn2cc(Br)c([N+](=O)[O-])n2)o1,0.4,-15.3,0.4

# Given with values under each structure: 17 of the compounds above
# Below each SMILES – E-selectin induc | RAD52 anneal inh | ERAP1 HTS inh
O=C(Cc1ccccn1)N1CC(=O)N2[C@H](CO)[C@H](c3ccc(C#CC4CCCC4)cc3)[C@@H]2C1
 : 0.3 | -14.1 | 0.7
CN(C)C(=O)COC(=O)c1cccnc1Nc1ccccc1F
 : -1.9 | -10.8 | 7.3
COc1ccc2c3c(n(C)c2c1)[C@@H](CO)N(C(=O)C1CC1)CC31CN(C)C1
 : -0.5 | 3.1 | 0.3
COc1cc(NC(=S)Nc2cccnc2)cc(OC)c1
 : -0.9 | -7.3 | -5.4
Cc1cccc(C)c1-n1c(=O)n(Cc2ccccc2)c(=O)c2[nH]cnc21
 : 0.0 | -10.0 | 5.1
O=C(OCc1ccccc1)N1Cc2ccnnc2CC1c1ccccc1-c1ccc(C(F)(F)F)cc1 (stereo not drawn)
 : 0.1 | -19.4 | 0.0
CC(=O)N1CCN(CC(=O)c2ccc(Br)cc2)CC1
 : 0.5 | 11.4 | 0.4
COCCN1C(=O)CCC1(C)c1nnnn1-c1ccc2c(c1)OCCO2 (stereo not drawn)
 : -0.1 | -11.2 | 14.1
CC[C@H](NC(=O)[C@@H](Cc1ccccc1)NC(=O)[C@H]1O[C@@H](n2ccc(=O)[nH]c2=O)[C@H](O)[C@@H]1O)c1ccccc1
 : 2.1 | -1.4 | -1.2
CN1C(CC(=O)Nc2ccc(Br)cc2)c2ccccc2CC1(C)C (stereo not drawn)
 : 7.5 | -50.5 | 8.4
COCCCC1CCN(Cc2nc(-c3ccccc3)no2)CC1
 : -0.2 | -14.7 | -2.9
Cc1cccc(CSC2=NCCN2C(=O)c2ccc(S(=O)(=O)N(C)C)cc2)c1
 : -0.1 | -10.5 | -0.9
COc1ccc(C2CC(=O)C(c3ccc(C)cc3)=CN2Cc2ccccc2)cc1 (stereo not drawn)
 : -0.4 | -6.4 | -0.3
CN(Cc1ccncc1)C(=O)[C@@H]1CCCN1C(=O)[C@@H]1CCCN1
 : 0.2 | -14.3 | -2.6
COCCCNC(=S)NC(=O)c1ccc(C)cc1
 : -0.1 | 15.2 | 6.7
Cc1cc(Br)ccc1NC(=O)C(C)c1ccc([N+](=O)[O-])cc1 (stereo not drawn)
 : 1.9 | 0.3 | -0.3
O=C(N/N=C\c1cccc(F)c1)c1ccc(Cn2cc(Br)c([N+](=O)[O-])n2)o1
 : 0.4 | -15.3 | 0.4

# Sorted by the number under ERAP1 HTS inh (highest first): 4 from the list above.
SMILES	RAD52 anneal inh	ERAP1 HTS inh
CCCCCc1c(-c2ccc(F)cc2)ncn1CCc1ccccc1OC	-10.8	15.5
CN(C)C(=O)COC(=O)c1cccnc1Nc1ccccc1F	-10.8	7.3
Cc1cccc(C)c1-n1c(=O)n(Cc2ccccc2)c(=O)c2[nH]cnc21	-10.0	5.1
O=C(N/N=C\c1cccc(F)c1)c1ccc(Cn2cc(Br)c([N+](=O)[O-])n2)o1	-15.3	0.4

# Next entries:
SMILES,E-selectin induc,RAD52 anneal inh,ERAP1 HTS inh
C[n+]1ccc2[nH]c3ccccc3c2c1,-0.1,-34.3,4.8
Cc1c(Cl)cnc(NC(=O)COC(=O)CCC(=O)c2cccs2)c1Cl,0.2,-22.6,-1.0
Cc1ccc(S(=O)(=O)NC(CC(C)C)C(=O)Nc2ccncc2)cc1 (stereo not drawn),0.8,-12.8,-0.1
COc1ccc2c3c([nH]c2c1)[C@@H](CO)N(C(=O)NC(C)C)CC31CCN(C(=O)NC(C)C)CC1,0.2,-8.8,-0.8
O=c1[nH]c(/C=C/c2ccccc2OC(F)F)nc2c1cnn2-c1ccccc1,0.1,-15.2,0.6
Cc1cc(C)c(Cn2ncn(-c3ccc(Br)cc3)c2=O)c(C)c1,0.0,-5.3,-3.0
COc1ccc(C(=O)COC(=O)c2cccnc2SC)cc1,3.9,-4.0,0.8
COc1cc(/C=N/NC(=O)COc2ccc(-n3cnnn3)cc2)ccc1OCC(N)=O,10.8,-0.5,2.2
